Screens deposited in PubChem BioAssay by National Center for Advancing Translational Sciences (NCATS).
Pol kappa inh = inhibitors of human DNA polymerase kappa | purified Pol kappa, fluorescent DNA synthesis assay, 10 min | Q9UBT6 | Potency, µM (series often up to 107 µM), without a hit: at the highest dose activity, negative = inhibition, most hits filed as inhibitors | AID 588579 | 400,000 compounds, 0.53% hits; further: on the % scale 0 is the no-effect control and ±100 the full control effect
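Pol kappa 10 nM + cpd, 15 min RT; start w/ substrate 50 nM final; fluorescence kinetic read, 0 and 10 min. Neg ctrl: buffer, no enzyme.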
Anesthetic bind = candidate novel general anesthetic via apoferritin binding; P02791; apoferritin/1-aminoanthracene competitive binding, fluorescence; Potency, µM (highest dose often 77.5 µM), for inactives: at the highest dose activity change, negative = displacement, hits mostly inhibitors; 350,000 compounds, 0.074% hits; further: on the % scale 0 is the no-effect control and ±100 the full control effect; nearly all actives have a fitted effect of over 20% in size
Target sequence (P02791 2-175 limits assumed): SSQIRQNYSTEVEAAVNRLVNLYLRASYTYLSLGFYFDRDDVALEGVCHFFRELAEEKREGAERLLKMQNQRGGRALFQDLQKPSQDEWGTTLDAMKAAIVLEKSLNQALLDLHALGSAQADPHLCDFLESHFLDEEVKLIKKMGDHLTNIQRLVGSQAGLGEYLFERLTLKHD
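Probe: 1-aminoanthracene (50% saturated, PBS). Protein: horse-spleen apoferritin, 10 uM. Incubation: 10 min, room temperature. Detection: 380 nm excitation, 535 nm emission. Analysis: normalized response, four-parameter Hill.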
G9a block = inhibitors of human histone lysine methyltransferase G9a; Q96KQ7; G9a H3K9 monomethylation, AlphaScreen, 2 h; Potency, µM (top dose mostly 102 µM), for the others: at the top dose activity, negative = inhibition, usual class: inhibitors; 350,000 compounds, 8.8% hits; further: on the % scale 0 is the no-effect control and ±100 the full control effect; nearly all actives have a fitted effect of over 75% in size
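Using a bead-based AlphaScreen, monomethylated H3K9 product from 2 h room-temperature reactions (G9a 20 nM, peptide 500 nM, SAM 20 uM) was detected with 0.5 ug/mL rabbit anti-H3K9me1 antibody.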
POLH inh = inhibitors of human DNA polymerase eta; Q9Y253; recombinant Pol eta, fluorescent DNA replication assay; Potency, µM (doses to about 114 µM), for inactives: at the highest dose activity change, negative = inhibition, actives largely listed as inhibitors; 390,000 compounds, 1.2% hits; AID 588591; further: on the % scale 0 is the no-effect control and ±100 the full control effect
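Pol eta (10 nM) was preincubated with compounds for 15 min at room temperature, after which fluorescent replication substrate (50 nM final) was added to start the reaction. Fluorescence was read kinetically at 0 and 10 min.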
BLM helicase inh = blocks DNA unwinding by human BLM helicase; P54132; 350,000 compounds, 0.2% hits; recombinant BLM DNA unwinding, fluorescence dequenching; Potency, µM (titrated, usually from 56.1 µM), without a hit: top-dose activity change, negative = inhibition, actives largely listed as inhibitors;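 further: plate controls were vehicle for no effect and no enzyme for full effect; nearly all actives have a fitted effect of over 35% in size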
APE1 inh = APE1 (human) endonuclease inhibition; P27695; recombinant APE1, TAMRA/BHQ-2 abasic DNA cleavage fluorescence; Potency, µM (highest dose often 65.8 µM), for inactives: at the highest dose activity change, negative = inhibition, actives largely listed as inhibitors; 350,000 compounds, 0.35% hits; AID 2517;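 further: plate controls were vehicle for no effect and reference inhibitor for full effect; nearly all actives have a fitted effect of over 55% in size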
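Incision of a quenched TAMRA/BHQ-2 THF abasic-site duplex (50 nM) by 0.75 nM APE1, after 15 min compound preincubation, measured as fluorescence increase over three 60 s reads. Values normalized to buffer, DMSO and NSC13755 control wells.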
Pol iota inh = blocks human DNA polymerase iota activity; Pol iota fluorescent replication assay, 10 min; Potency, µM (top dose mostly 115 µM), without a hit: at the top dose activity, negative = inhibition, actives largely listed as inhibitors; 390,000 compounds, 1% hits; AID 588590
Target sequence (Q9UNA4 whole entry, looked up): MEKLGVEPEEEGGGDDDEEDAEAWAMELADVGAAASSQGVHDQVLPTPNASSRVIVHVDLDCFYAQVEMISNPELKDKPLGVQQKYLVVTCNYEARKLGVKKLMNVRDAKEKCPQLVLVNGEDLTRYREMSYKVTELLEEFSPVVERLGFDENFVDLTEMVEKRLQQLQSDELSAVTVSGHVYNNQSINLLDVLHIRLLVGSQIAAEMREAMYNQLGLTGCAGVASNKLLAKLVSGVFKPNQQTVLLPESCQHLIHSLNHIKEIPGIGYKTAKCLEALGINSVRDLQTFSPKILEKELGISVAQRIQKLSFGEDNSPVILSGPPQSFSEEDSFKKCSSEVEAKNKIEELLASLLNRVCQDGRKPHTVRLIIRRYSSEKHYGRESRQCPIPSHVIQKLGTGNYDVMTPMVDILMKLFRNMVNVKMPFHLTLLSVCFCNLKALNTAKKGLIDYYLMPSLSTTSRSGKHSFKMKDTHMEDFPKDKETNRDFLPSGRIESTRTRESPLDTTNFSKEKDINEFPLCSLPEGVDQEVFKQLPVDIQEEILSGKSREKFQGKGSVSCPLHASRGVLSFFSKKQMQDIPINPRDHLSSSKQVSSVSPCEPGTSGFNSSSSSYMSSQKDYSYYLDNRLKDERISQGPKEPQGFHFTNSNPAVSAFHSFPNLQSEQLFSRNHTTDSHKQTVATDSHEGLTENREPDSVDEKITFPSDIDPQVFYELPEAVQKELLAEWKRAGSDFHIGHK
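Pol iota at 10 nM preincubated 15 min with compounds at room temperature; reaction started with fluorescent substrate, 50 nM final. Fluorescence read kinetically at 0 and 10 min; buffer-only wells as negative control.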
POLB inh = inhibitors of human DNA polymerase beta; P06746; Pol beta primer extension/strand displacement, fluorescence kinetic; Potency, µM (highest dose often 114 µM), for the others: at the highest dose activity change, negative = inhibition, hits mostly inhibitors; 340,000 compounds, 1.3% hits; AID 485314; further: on the % scale 0 is the no-effect control and ±100 the full control effect
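Reaction started by 50 nM substrate onto compound-treated Pol beta (10 nM, 15 min preincubation, room temperature); plates read at 0 min and 10 min. Normalized concentration-effect data fitted by four-parameter Hill equation.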
BAZ2B block = blocks human BAZ2B. AID 504333. Potency, µM (doses to about 114 µM), without a hit: at the top dose activity change, negative = inhibition, usual class: inhibitors. 360,000 compounds, 4.4% hits. AlphaScreen BAZ2B-H3K14Ac peptide displacement; further: on the % scale 0 is the no-effect control and ±100 the full control effect; nearly all actives have a fitted effect of over 60% in size
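BAZ2B 50 nM plus b-H3(5-23)K14Ac 50 nM, PBS pH 7.4/0.01% Tween-20, 30 min RT; compound added (max 110 uM), 30 min RT; streptavidin donor/Ni-chelate acceptor beads 10 ug/mL final, 20 min dark; AlphaScreen read.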
* hit, by the source's call; ? = inconclusive; / = no result given; [ ] = another dose, or the depositor's remark. The call rests on the fitted dose curve; in most records, active means well fitted curve in the direction sought with a large enough effect; inconclusive means small, poorly fitted or top-dose-only effect, or another doubt; inactive means no such curve, though single readings can be large; an effect the other way counts as inactive or inconclusive. Potency means the concentration at half of the fitted maximal effect. Some of the compounds tested; the hit share may differ from the screen's.

SMILES	Pol kappa inh	Anesthetic bind	G9a block	POLH inh	BLM helicase inh	APE1 inh	Pol iota inh	POLB inh	BAZ2B block
O=C(CCC(=O)OCC(=O)c1cccc([N+](=O)[O-])c1)NC1CCCCC1	-13%	-6%	/	0%	0%	-3%	?	-7%	-2%
CCOC(=O)c1ccc(N=c2sc(C(=O)OC)cc(=O)n2-c2ccc(C(=O)OCC)cc2)cc1	-9%	?	?	-16%	-8%	-6%	-1%	-14%	?
Oc1[nH]c2ccccc2c1N=Nc1nc(Nc2ccccc2)nc(N2CCOCC2)n1	1%	2%	-37%	-23%	-6%	11%	-27%	-3%	?
COc1ccc(OC)c2c1sc(=NC(=O)C1COc3ccccc3O1)n2C (configuration not stated)	-6%	-8%	/	-24%	-2%	-6%	40%[activator]	19%	3%
O=C1c2cccc3cccc(c23)C(=O)N1c1nccs1	-7%	-6%	?	-2%	-1%	17%	-13%	15%	5%
CCCSc1nc2sc3c(c2c(=O)n1CC)CC(C)(C)OC3	-1%	1%	14%	-19%	-7%	4%	27%	23%	0%
CCOC(=O)c1c(C)[nH]c(C)c1S(=O)(=O)NCC(=O)Nc1ccc(C)cc1C	19%	-11%	4%[59 µM]	3%	-2%	/	7%	21%	-10%
Cc1ccc(C)c2sc(N)nc12	-5%	-2%	-31%	-4%	-5%	0%	-17%	2%	-5%
CN(C)CCCNCCCNC(=O)c1ccccn1	-5%	-6%	?	-15%	-2%	0%	-10%	0%	-2%
CCc1ccc(S(=O)(=O)Nc2c(C)n(C)n(-c3ccccc3)c2=O)cc1	-10%	-9%	23%	-14%	0%	6%	18%	18%	-1%

A portion of the results above, for reference:
SMILES	Pol kappa inh	Anesthetic bind	G9a block	POLH inh	BLM helicase inh	APE1 inh	Pol iota inh	POLB inh	BAZ2B block
CCCSc1nc2sc3c(c2c(=O)n1CC)CC(C)(C)OC3	-1%	1%	14%	-19%	-7%	4%	27%	23%	0%
CCOC(=O)c1c(C)[nH]c(C)c1S(=O)(=O)NCC(=O)Nc1ccc(C)cc1C	19%	-11%	4%[59 µM]	3%	-2%	/	7%	21%	-10%
Cc1ccc(C)c2sc(N)nc12	-5%	-2%	-31%	-4%	-5%	0%	-17%	2%	-5%
CN(C)CCCNCCCNC(=O)c1ccccn1	-5%	-6%	?	-15%	-2%	0%	-10%	0%	-2%

Continued.
SMILES	Pol kappa inh	Anesthetic bind	G9a block	POLH inh	BLM helicase inh	APE1 inh	Pol iota inh	POLB inh	BAZ2B block
CN1C(=O)NC(c2ccc(O)cc2)C2=C1CN(c1ccccc1)C2=O (configuration not stated)	-3%	-2%	/	23%	-1%	-1%	6%	-2%	-12%
O=C(C1CCN(S(=O)(=O)Cc2ccccc2)CC1)N1CCN(c2cccc(C(F)(F)F)c2)CC1	0%	-6%	-31%[59 µM]	0%	0%	/	4%	0%	-1%
O=C(COc1nsnc1N1CCOCC1)Nc1ccc([N+](=O)[O-])cc1	-4%	5%	?	-2%	-5%	34%	4%	-10%	-3%
CCOc1ccc(/C=C(\C#N)C(=O)Nc2ccccn2)cc1	9%	-8%	10%	-8%	-5%	14%	-9%	50%	-8%
CCOc1ccc(N2C(=O)c3cccnc3C2Nc2ccc(OC)cc2)cc1 (configuration not stated)	-4%	-21%	-11%[59 µM]	6%	-3%	-7%	15%	9%	-10%
O=C(CCCCCn1c(=O)[nH]c2ccccc2c1=O)NCCCN1CCN(c2ccccc2F)CC1	-13%	-9%	11%	9%	-6%	2%	13%	-18%	5%
Cc1cc(OCC(=O)NCC(O)c2ccccc2)c2c(C)c(C)c(=O)oc2c1 (configuration not stated)	-6%	-13%	4%[59 µM]	9%	5%	17%	-2%	5%	-19%
CN(C)C(=O)CCc1ccc2c3c([nH]c2c1)[C@]1(C)[C@@H](C(=O)N2CCCCC2)C[C@H](CC(=O)NCCCn2ccnc2)C(=O)N1CC3	4%	/	/	-4%	/	17%	-9%	/	/
COc1ccc(-n2c(=O)c3ccccc3n(CC(=O)NC3CCCC3)c2=O)c(OC)c1	0%	-10%	?	5%	1%	-6%	-147%	4%	11%
CC1CCCC(C)N1/N=C/c1cc(Br)c(O)c(Br)c1 (configuration not stated)	/	-9%	5.6µM*	/	-4%	?	/	3%	-23%

Another view of some results above.
Values in the order – Pol kappa inh	Anesthetic bind	G9a block	POLH inh	BLM helicase inh	APE1 inh	Pol iota inh	POLB inh	BAZ2B block
COc1ccc(-n2c(=O)c3ccccc3n(CC(=O)NC3CCCC3)c2=O)c(OC)c1
→ 0%	-10%	?	5%	1%	-6%	-147%	4%	11%
CN1C(=O)NC(c2ccc(O)cc2)C2=C1CN(c1ccccc1)C2=O (configuration not stated)
→ -3%	-2%	/	23%	-1%	-1%	6%	-2%	-12%

Additional records:
SMILES	Pol kappa inh	Anesthetic bind	G9a block	POLH inh	BLM helicase inh	APE1 inh	Pol iota inh	POLB inh	BAZ2B block
CCCCc1c(O)nc(SCC(=O)c2ccccc2)n(-c2ccccc2)c1=O	4%	-3%	/	-17%	-1%	12%	45%[activator]	-18%	-24%
CC1CC[C@@]23CCC4(C)[C@@]5(C)CCC6C(C)(C)C(=O)CC[C@@]6(C)C5C=C[C@@]4(OC2=O)C3C1C (some centres not stated)	-8%[60.1 µM]	-14%	/	/	3%	5%	/	/	/
C/C(=N\NC(=O)C1(C)CC1(Br)Br)c1ccc(NC(=O)c2ccc(C)o2)cc1 (configuration not stated)	-8%	-21%	21%[59 µM]	-6%	-8%	-3%	4%	4%	-33%
O=C(CC1S/C(=N/N=C2CCCCCC2)NC1=O)Nc1ccc(Br)cc1F (configuration not stated)	-6%	?	56%[activator]	-27%	-9%	43%	17%	-24%	17%
CCC(Oc1cccc(Cl)c1)C(=O)N1CCCN(C)CC1 (configuration not stated)	2%	-3%	5%	-9%	-5%	23%	-3%	12%	-2%
O=C(CSc1nnc(-c2ccccn2)n1Cc1ccco1)c1ccc(-c2ccccc2)cc1	-10%	?	45µM*	-4%	-5%	-3%	?	3%	-4%
Cc1ccc(CN2C(=O)N/C(=C\c3ccc(-c4ccc(C(=O)O)cc4C)o3)C2=O)cc1	79µM*	-10%	40µM*	18µM*	-17%	16µM*	-95%	20µM*	40µM*
CCOC(=O)/C(=C\c1ccc([N+](=O)[O-])cc1)C(=O)c1cc(C(C)=O)c(Nc2ccccc2)s1	4%	-12%	2%[0.501 µM]	-8%	-8%	0%	-9%	0%	?
C/C(=C\C(=O)c1ccc(C)o1)Nc1ccc2c(c1)OCO2	-5%	-2%	?	-3%	-4%	-4%	1%[58.9 µM]	4%	?
O=c1c2cn[nH]c2nc(SCc2ccccc2F)n1-c1ccc(Br)cc1	-23%	-3%	-6%	?	-11%	-1%	?	-8%	?
CC(C)(C)NC(=O)C(c1ccncc1)N(C(=O)Cn1nnc(-c2ccc(F)cc2)n1)c1cccc(F)c1 (configuration not stated)	-3%	-8%	/	-15%	0%	20%	19%	30%	-8%
O=C(COC(=O)CCc1ccccc1)NC(c1ccccc1)c1ccccc1	-16%	-1%	-4%[59 µM]	-11%	-7%	3%	-10%	9%	2%
C=CCN1C(=O)CSc2ccc(C(=O)NCCC3=CCCCC3)cc21	-13%	?	2%	-15%	-5%	-2%	8%	2%	-6%
CC(=O)c1nn(-c2cccc(Br)c2)cc1C(=O)c1ccc(Br)cc1	-7%	-4%	-4%[59 µM]	1%	-4%	5%	15%	47%	7%
Cc1cc(N2CCCC2=O)cc(C)c1CN1C(=O)c2ccccc2C1=O	0%	-11%	-10%[59 µM]	4%	3%	2%	17%	25%	0%
CCn1cc(C(=O)N[C@@H](C)C(=O)NCCCO)c(=O)c2cc3c(cc21)OCO3	-7%	4%	16%	-1%	-1%	9%	11%	48%	-1%
O=C(NCc1ccco1)c1cc(S(=O)(=O)N2CCOCC2)ccc1Cl	-8%	-6%	-8%[59 µM]	7%	0%	?	-7%	-3%	20%
CCc1ccccc1Nc1nn2c(=O)c3ccc(C(=O)NC(C)c4ccccc4)cc3nc2s1 (configuration not stated)	7%	-13%	5%[59 µM]	-16%	-5%	/	19%	18%	-12%
COc1ccc(Cl)cc1NC(=O)NCc1ccc2c(c1)OCO2	3%	1%	/	8%	-10%	-16%	39%[activator]	21%	-3%
Cc1ccc(-c2nnn(CC(=O)N(c3ccc(F)cc3)C(C(=O)NC3CCCC3)c3ccncc3)n2)o1 (configuration not stated)	2%	1%	-10%	-10%	-4%	-17%	-12%	55%	-1%
Cc1ccc(CC(=O)N2CCN(C(=O)c3ccco3)CC2)cc1	-9%	-4%	?	-4%	0%	2%	7%	19%	-15%
CCN(CC)CCn1c(=N)n(CCO)c2ccccc21	-11%	0%	-33%[12.7 µM]	-17%	0%	-1%	1%	1%	-1%

Only Anesthetic bind, Pol iota inh and APE1 inh (2 entries from above):
Structure,Anesthetic bind,Pol iota inh,APE1 inh
CCOc1ccc(/C=C(\C#N)C(=O)Nc2ccccn2)cc1,-8%,-9%,14%
CCOc1ccc(N2C(=O)c3cccnc3C2Nc2ccc(OC)cc2)cc1 (configuration not stated),-21%,15%,-7%
